High-throughput results deposited in PubChem BioAssay by National Center for Advancing Translational Sciences (NCATS).
Pol III holo inh = inhibitors of bacterial DNA polymerase III holoenzyme; AID 603; Potency, µM (series often up to 57.1 µM), for the others: at the top dose activity change, negative = inhibition; reconstituted DNA polymerase III holoenzyme replication, biochemical; 71,000 compounds, 0.25% hits; also: potency is read from the fitted curve at half-maximal effect; % is scaled to controls: 0 for no effect and ±100 for the full control effect
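Reconstituted *E. coli* holoenzyme (0.35 nM Pol III, 1 nM beta, 154 nM SSB, 2 nM primase) was preincubated with compound for 15 min at RT. Synthesis on 1.4 nM ssM13Gori ran 35 min, then was stopped with PicoGreen/EDTA and read as dsDNA fluorescence.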
UbGFP stabilizer = inhibits proteasome, raising ubiquitin-GFP reporter fluorescence | Ubiquitin-GFP reporter cells, proteasome inhibition, GFP fluorescence; response scale: untreated = 0%, 10 µM MG-132 = 100% | Potency, µM (top dose mostly 45.9 µM), for inactives: top-dose activation (GFP accumulation), hits mostly activators | 67,000 tested, under 10 active | AID 526; active = well fitted activation curve with a large enough effect, not every such curve was filed as active; inconclusive = small, poorly fitted or top-dose-only effect, or another doubt; inactive = no such curve, though single readings can be large or run the other way; also: potency is read from the fitted curve at half-maximal effect
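Reporter cells (U2OS, ubiquitin-G76V-GFP fusion) are plated overnight, then treated 4 hr at 37 °C with compound titrations from 46 uM down to 2.9 nM. Activity is scaled against untreated cells and 10 uM MG-132.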
HADH2 inhib = HADH2 (human) dehydrogenase inhibition | recombinant HADH2, NADH fluorescence, beta-hydroxybutyryl-CoA | Potency, µM (series often up to 57.1 µM), for the others: at the highest dose activity change, negative = inhibition, usual class: inhibitors | 73,000 compounds, 3.4% hits; also: potency is read from the fitted curve at half-maximal effect; % is scaled to controls: 0 for no effect and ±100 for the full control effect; nearly all actives have a fitted effect of over 60% in size; many of its hits are not listed in these tables
Target sequence (Q99714 whole entry, looked up, one chain of several): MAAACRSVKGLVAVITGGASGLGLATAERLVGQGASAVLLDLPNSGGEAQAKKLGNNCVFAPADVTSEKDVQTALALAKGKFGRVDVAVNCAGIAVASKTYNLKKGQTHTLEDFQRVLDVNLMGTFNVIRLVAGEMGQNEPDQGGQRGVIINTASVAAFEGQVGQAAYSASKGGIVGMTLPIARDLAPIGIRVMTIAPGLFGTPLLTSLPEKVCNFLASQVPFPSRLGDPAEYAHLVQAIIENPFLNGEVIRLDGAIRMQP
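His-tagged recombinant enzyme from E. coli, 20 nM, preincubated 15 min RT with compound; reaction started with 1 mM NAD+ and 90 uM beta-hydroxybutyryl-CoA in 100 mM Tris-HCl pH 9.0. NADH fluorescence (ex 360/em 450) read over 4 min; last-minus-first difference.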
ALOX15 inhib = 15-hLO (ALOX15) enzyme inhibition; P16050; 74,000 compounds, 1.4% hits; AID 887; Potency, µM (highest dose often 57.1 µM), for the others: at the top dose activity change, negative = inhibition, actives largely listed as inhibitors; purified 15hLO-1, xylenol orange hydroperoxide absorbance; also: potency is read from the fitted curve at half-maximal effect; % is scaled to controls: 0 for no effect and ±100 for the full control effect; nearly all actives have a fitted effect of over 55% in size
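Inhibition is scored from a chromogenic endpoint. After 15 min enzyme-compound contact, arachidonic acid (50 uM final) reacts 6 min with 40 nM 15hLO-1 at room temperature, then Fe-XO reagent is added for 30 min and absorbance ratio recorded.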
Epigenetic mod = derepresses silenced GFP locus in mouse C127i cells. mouse C127i GFP locus derepression, cytometry, 30 h. Potency, µM (titrated, usually from 46.1 µM), for inactives: at the top dose GFP derepression (activation). 68,000 compounds, 0.09% hits. AID 597; also: % of control where 0% means no effect
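Read-out is the number of GFP-positive cells, scored as fluorescent objects 20 to 120 um wide, reflecting derepression of a silenced CMV-GFP reporter in murine C127i cells after 30 h compound exposure at 37 C.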
Tau filament bind = binds recombinant human tau filaments; P10636; recombinant tau filaments, thioflavin S fluorescence, 15 h; filaments grown with octadecylsulfate alongside compound; Potency, µM (titrated, usually from 57.1 µM), for the others: top-dose activity change, negative = inhibition; 71,000 compounds, 2% hits; AID 596;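 also: potency is read from the fitted curve at half-maximal effect; % is scaled to controls: 0 for no effect and ±100 for the full control effect; actives lower thioflavin S fluorescence by blocking filaments or displacing dye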
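His-tagged recombinant human tau (exons 2, 3, 10; 1 uM final) fibrillized with 30 uM sodium octadecylsulfate, 15 h at 37 C, in pH 7.4 HEPES buffer with 10 uM thioflavine S and 5 mM DTT. Reduced ThS fluorescence (450/510 nm) marks activity.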
ERK AVP inh = blocks ERK signaling stimulated by vasopressin. HEK293-V1b, vasopressin-stimulated pERK AlphaScreen. Potency, µM (titrated, usually from 57.5 µM), inactives show at the top dose activity, negative = inhibition, usual class: inhibitors. 72,000 compounds, 0.99% hits; also: potency is read from the fitted curve at half-maximal effect; % is scaled to controls: 0 for no effect and ±100 for the full control effect; nearly all actives have a fitted effect of over 55% in size
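HEK293 cells stably expressing V1b receptor, preincubated 30 min at 37 °C with compound, then stimulated 5 min with 25 nM vasopressin. Phospho-ERK by AlphaScreen SureFire after 5 h RT; normalized to DMSO and vasopressin; AC50 by Hill fit.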
Hsp90 Hop PPI = changes Hsp90-Hop TPR2A binding signal, up or down; AlphaScreen TPR2A-His6 binding biotin-Hsp90 C-terminal peptide; AID 595; Potency, µM (titrated, usually from 57 µM), inactives show top-dose activity change, negative = inhibition; 71,000 compounds, 0.44% hits; active = well fitted curve in either direction with a large enough effect; inconclusive = small, poorly fitted or top-dose-only effect, or another doubt; also: potency is read from the fitted curve at half-maximal effect; % is scaled to controls: 0 for no effect and ±100 for the full control effect; many of its hits are not listed in these tables
CRE-bla Fsk = alters forskolin-stimulated CRE reporter signaling in CHO cells. CHO CRE-bla reporter (cAMP response element driving beta-lactamase), forskolin EC10, beta-lactamase ratio. Potency, µM (series often up to 38.2 µM), without a hit: at the highest dose activity change, negative = inhibition, most hits filed as activators. 71,000 compounds, 2.5% hits; active = well fitted activation curve with a large enough effect in the signal ratio, with a control signal flat, not every such curve was filed as active; inconclusive = small, poorly fitted or top-dose-only effect, or effect the other way, or a change in a side signal; the % refers to the signal ratio; also: potency is read from the fitted curve at half-maximal effect; % of control where 0% means no effect
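CHO CRE-bla cells, overnight plating in Opti-MEM with 0.5% dialyzed FBS; cpd titration + EC10 NKH 477, 3 h 37 °C; CCF4 2 h RT; ex 405/em 460 vs 530 ratio → %Activity, AC50.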
HBB splice mod = alters splicing of the hemoglobin beta chain | AID 925 | Potency, µM (top dose mostly 46.1 µM), for inactives: at the top dose activation, hits mostly activators | HBB splicing reporter cell assay, activation; EGFP reporter with mutant IVS2-654 intron; response scale: normalised to 500 nM splice-correcting PNA | 65,000 compounds, 0.06% hits; also: potency is read from the fitted curve at half-maximal effect; 0% is about no effect
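Compounds were applied for 2 days to HeLa EGFP-654 cells, 500/well in Optimem with 2% FCS. The reporter's EGFP is disrupted by mis-splicing of beta-globin intron IVS2-654. Readout: summed well GFP fluorescence from 488 nm laser scanning; reference was 500 nM antisense […] 654 PNA.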
Luciferase inh = inhibitors of firefly luciferase; purified firefly luciferase, luminescence, 8 min; Potency, µM (top dose mostly 57.1 µM), for the others: at the highest dose activity change, negative = inhibition, actives largely listed as inhibitors; AID 411; 72,000 compounds, 2.2% hits; also: potency is read from the fitted curve at half-maximal effect; % is scaled to controls: 0 for no effect and ±100 for the full control effect; nearly all actives have a fitted effect of over 40% in size
Target sequence (P08659 whole entry, looked up): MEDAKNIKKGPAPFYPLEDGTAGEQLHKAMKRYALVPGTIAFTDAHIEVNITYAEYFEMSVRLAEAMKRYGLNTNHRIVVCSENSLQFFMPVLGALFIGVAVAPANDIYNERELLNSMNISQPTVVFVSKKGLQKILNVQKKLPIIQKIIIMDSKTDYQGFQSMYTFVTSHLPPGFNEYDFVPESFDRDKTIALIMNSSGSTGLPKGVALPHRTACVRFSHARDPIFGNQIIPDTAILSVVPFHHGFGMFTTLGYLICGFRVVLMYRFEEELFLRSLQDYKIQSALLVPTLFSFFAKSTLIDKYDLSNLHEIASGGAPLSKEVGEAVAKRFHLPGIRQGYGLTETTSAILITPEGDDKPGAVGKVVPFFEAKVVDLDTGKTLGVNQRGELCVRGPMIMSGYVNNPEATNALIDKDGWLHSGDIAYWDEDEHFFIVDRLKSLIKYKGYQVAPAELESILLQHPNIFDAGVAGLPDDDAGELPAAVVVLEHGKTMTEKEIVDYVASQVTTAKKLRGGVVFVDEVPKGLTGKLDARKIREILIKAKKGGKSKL
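Firefly luciferase (PKLight detection mix) with 10 uM ATP in pH 7.2 imidazole buffer (KCl, MgCl2, Tween 20, BSA). Compounds tested across a concentration series (qHTS). Luminescence read after 8 min at ambient temperature.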
* = called active by the depositor; ? = inconclusive; . = not tested or not shown; [ ] = dose if it differs, or a comment. Unless noted, calls follow the shape of the dose curve; as a rule, active = well fitted curve in the direction sought with a large enough effect; inconclusive = small, poorly fitted or top-dose-only effect, or another doubt; inactive = no such curve, though single readings can be large; an effect the other way counts as inactive or inconclusive. These rows are one share of the data; rates above refer to the full screens.

entry	smiles	Pol III holo inh	UbGFP stabilizer	HADH2 inhib	ALOX15 inhib	Epigenetic mod	Tau filament bind
1	C=CCOc1ccccc1/C=c1\sc2nc(-c3oc4ccccc4c3C)nn2c1=O	0%	-6%	-3%	-2%	6%	85%
2	Cc1cc(C)c2c(n1)nn1c(C)c(CCC(=O)NCc3ccco3)c(C)nc21	-7%	0%	-17%	2%	.	77%
3	Cn1c(CN2CCCC2)nc2cc(NS(=O)(=O)c3ccccc3)ccc21	-1%	4%	11%	13%	-3%	1%
4	C=C(C)CSc1nc2ncccc2[nH]1	0%	0%	5%	3%	-2%	6%
5	O=C(Nc1cnc2ccccc2c1)c1cccnc1	-2%	12%	-5%	16%	.	-17%
6	Cc1cc(C)nc(Nc2n[nH]c(COc3ccccc3)n2)n1	6%	1%	2%	7%	8%	2%
7	O=C(Nc1ccc(N2CCCC2)c(Cl)c1)c1ccc(Br)o1	0%[11.4 µM]	-3%[9.17 µM]	-3%[11.4 µM]	-18%[11.4 µM]	2%	4µM*
8	O=c1c2cnn(-c3ccccc3)c2ncn1/N=C/c1ccncc1	-10%	3%	1%	-2%	0%	0%

entry	ERK AVP inh	Hsp90 Hop PPI	CRE-bla Fsk	HBB splice mod	Luciferase inh
1	-14%	-1%	-10%	-0.4%	1%
2	-12%	-3%[2.3 µM]	-1%	-1.0%	0%
3	-9%	-4%	-5%	-0.5%	2%
4	-6%	-1%	1%	2.7%[57.5 µM]	0%
5	-14%	-6%[2.3 µM]	-4%	-0.6%	-28%
6	-4%	2%	-6%	0.7%	2%
7	?	?	?	-1.1%[0.0738 µM]	?
8	-14%	-2%	?	0.5%	-2%

Further results:
entry	smiles	Pol III holo inh	UbGFP stabilizer	HADH2 inhib	ALOX15 inhib	Epigenetic mod	Tau filament bind
9	O=S(=O)(Nc1cccc2ncccc12)c1cccs1	3%	4%	0%	53%[activator]	2%	-3%
10	c1ccc(N2CCN(Cc3ccnc4ccccc34)CC2)cc1	-4%	4%	-13%	-8%	0%	-16%
11	O=C(NCc1cccs1)c1cccc(N2CCCC2=O)c1	-2%	-1%	2%	2%	2%	16%
12	CNC(=O)C1CC(=O)N(Cc2ccc3c(c2)OCO3)C(=Nc2ccc(OC)cc2)S1 (centres undefined)	-3%	1%	-1%	7%	1%	3%
13	Cc1cc2oc3c(c(=O)c2cc1C)C(c1ccc(F)cc1)N(CCCN1CCOCC1)C3=O (centres undefined)	-6%	-3%	-12%	-15%	.	20µM*
14	CCCOC(=O)C1=C(C)NC2=C(C(=O)CC(C)(C)C2)C1c1ccc(N(C)C)cc1 (centres undefined)	0%	-3%	-8%	-12%	0%	-17%
15	Cc1cccc(N2CCN(C(=O)C3CCN(S(=O)(=O)c4cccc5nsnc45)CC3)CC2C)c1 (centres undefined)	-6%	14%	-5%	-23%	1%	25µM*
16	O=C(Cc1cccs1)Nc1ccccc1NC(=O)Cc1cccs1	-3%	3%	-2%	-6%	2%	-7%

entry	ERK AVP inh	Hsp90 Hop PPI	CRE-bla Fsk	HBB splice mod	Luciferase inh
9	10%	16µM*	?	-1.0%	0%
10	-24%	-18%	-17%	-1.3%[9.22 µM]	-1%
11	20%	2%	-4%	0.2%	4%
12	3%	-1%	-11%	1.4%	3%
13	.	-1%	-12%	-0.7%	1%
14	-29%	-19%	7%	0.9%	-7%
15	9%	-23%	?	-1.6%	3%
16	-3%	-2%	-5%	-2.6%	-1%

Going on with the list.
entry	smiles	Pol III holo inh	UbGFP stabilizer	HADH2 inhib	ALOX15 inhib	Epigenetic mod	Tau filament bind
17	CCc1nnc(NC(=O)CSc2nnc(CSc3nc(C)cc(C)n3)o2)s1	-9%	-4%	-7%	16%	1%	1%
18	O=C(CN1CCN(c2ccccn2)CC1)NCCc1ccccc1	-1%	5%	14%	8%	0%	4%
19	COc1ccc(CN2CCNC(=O)C2CC(=O)O)c(OC)c1 (centres undefined)	-5%	0%	2%	-5%	.	12%
20	CCOC(=O)C1CCN(C(=O)C2CCN(S(=O)(=O)CC)CC2)CC1	0%	1%	4%	10%	-1%	-1%

entry	ERK AVP inh	Hsp90 Hop PPI	CRE-bla Fsk	HBB splice mod	Luciferase inh
17	3%	?	2%	-2.1%	2%
18	-7%	1%	?	0.3%	-37%
19	.	-2%	-2%	0.5%	2%
20	18%	-4%	?	-4.0%	0%

Molecules shown so far that have a carbonyl joined to an NH by a bond outside any ring (8):
entry	smiles	Pol III holo inh	UbGFP stabilizer	HADH2 inhib	ALOX15 inhib	Epigenetic mod	Tau filament bind
2	Cc1cc(C)c2c(n1)nn1c(C)c(CCC(=O)NCc3ccco3)c(C)nc21	-7%	0%	-17%	2%	.	77%
5	O=C(Nc1cnc2ccccc2c1)c1cccnc1	-2%	12%	-5%	16%	.	-17%
7	O=C(Nc1ccc(N2CCCC2)c(Cl)c1)c1ccc(Br)o1	0%[11.4 µM]	-3%[9.17 µM]	-3%[11.4 µM]	-18%[11.4 µM]	2%	4µM*
11	O=C(NCc1cccs1)c1cccc(N2CCCC2=O)c1	-2%	-1%	2%	2%	2%	16%
12	CNC(=O)C1CC(=O)N(Cc2ccc3c(c2)OCO3)C(=Nc2ccc(OC)cc2)S1 (centres undefined)	-3%	1%	-1%	7%	1%	3%
16	O=C(Cc1cccs1)Nc1ccccc1NC(=O)Cc1cccs1	-3%	3%	-2%	-6%	2%	-7%
17	CCc1nnc(NC(=O)CSc2nnc(CSc3nc(C)cc(C)n3)o2)s1	-9%	-4%	-7%	16%	1%	1%
18	O=C(CN1CCN(c2ccccn2)CC1)NCCc1ccccc1	-1%	5%	14%	8%	0%	4%

entry	ERK AVP inh	Hsp90 Hop PPI	CRE-bla Fsk	HBB splice mod	Luciferase inh
2	-12%	-3%[2.3 µM]	-1%	-1.0%	0%
5	-14%	-6%[2.3 µM]	-4%	-0.6%	-28%
7	?	?	?	-1.1%[0.0738 µM]	?
11	20%	2%	-4%	0.2%	4%
12	3%	-1%	-11%	1.4%	3%
16	-3%	-2%	-5%	-2.6%	-1%
17	3%	?	2%	-2.1%	2%
18	-7%	1%	?	0.3%	-37%
